NOD2 RIPK2 PPI: blocks binding of human NOD2 to RIPK2 | O43353 | CHO BLA complementation NOD2-RIPK2, CCF4 ratio | inhibition, % at 4.98 µM | 360,000 compounds, 0.38% hits | AID 624267; in the data active = inhibition above about 21%;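 also: 0% = vehicle only and 100% = reference blocker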
NCOA2 inhibitor: inhibits human steroid receptor coactivator 2; AID 651957; Q15596; inhibition, % at 9 µM; HEK293 GAL4-SRC2 luciferase reporter, luminescence; 370,000 compounds, 0.17% hits;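 active = inhibition above the mean inhibition of all tested compounds plus 3 SD, set per campaign, cut at about 52% in these data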;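 also: 0% = DMSO treated cells and 100% = cells given Gossypol at 36 µM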
Target sequence (Q15596 whole entry, looked up, the tested form may be a part): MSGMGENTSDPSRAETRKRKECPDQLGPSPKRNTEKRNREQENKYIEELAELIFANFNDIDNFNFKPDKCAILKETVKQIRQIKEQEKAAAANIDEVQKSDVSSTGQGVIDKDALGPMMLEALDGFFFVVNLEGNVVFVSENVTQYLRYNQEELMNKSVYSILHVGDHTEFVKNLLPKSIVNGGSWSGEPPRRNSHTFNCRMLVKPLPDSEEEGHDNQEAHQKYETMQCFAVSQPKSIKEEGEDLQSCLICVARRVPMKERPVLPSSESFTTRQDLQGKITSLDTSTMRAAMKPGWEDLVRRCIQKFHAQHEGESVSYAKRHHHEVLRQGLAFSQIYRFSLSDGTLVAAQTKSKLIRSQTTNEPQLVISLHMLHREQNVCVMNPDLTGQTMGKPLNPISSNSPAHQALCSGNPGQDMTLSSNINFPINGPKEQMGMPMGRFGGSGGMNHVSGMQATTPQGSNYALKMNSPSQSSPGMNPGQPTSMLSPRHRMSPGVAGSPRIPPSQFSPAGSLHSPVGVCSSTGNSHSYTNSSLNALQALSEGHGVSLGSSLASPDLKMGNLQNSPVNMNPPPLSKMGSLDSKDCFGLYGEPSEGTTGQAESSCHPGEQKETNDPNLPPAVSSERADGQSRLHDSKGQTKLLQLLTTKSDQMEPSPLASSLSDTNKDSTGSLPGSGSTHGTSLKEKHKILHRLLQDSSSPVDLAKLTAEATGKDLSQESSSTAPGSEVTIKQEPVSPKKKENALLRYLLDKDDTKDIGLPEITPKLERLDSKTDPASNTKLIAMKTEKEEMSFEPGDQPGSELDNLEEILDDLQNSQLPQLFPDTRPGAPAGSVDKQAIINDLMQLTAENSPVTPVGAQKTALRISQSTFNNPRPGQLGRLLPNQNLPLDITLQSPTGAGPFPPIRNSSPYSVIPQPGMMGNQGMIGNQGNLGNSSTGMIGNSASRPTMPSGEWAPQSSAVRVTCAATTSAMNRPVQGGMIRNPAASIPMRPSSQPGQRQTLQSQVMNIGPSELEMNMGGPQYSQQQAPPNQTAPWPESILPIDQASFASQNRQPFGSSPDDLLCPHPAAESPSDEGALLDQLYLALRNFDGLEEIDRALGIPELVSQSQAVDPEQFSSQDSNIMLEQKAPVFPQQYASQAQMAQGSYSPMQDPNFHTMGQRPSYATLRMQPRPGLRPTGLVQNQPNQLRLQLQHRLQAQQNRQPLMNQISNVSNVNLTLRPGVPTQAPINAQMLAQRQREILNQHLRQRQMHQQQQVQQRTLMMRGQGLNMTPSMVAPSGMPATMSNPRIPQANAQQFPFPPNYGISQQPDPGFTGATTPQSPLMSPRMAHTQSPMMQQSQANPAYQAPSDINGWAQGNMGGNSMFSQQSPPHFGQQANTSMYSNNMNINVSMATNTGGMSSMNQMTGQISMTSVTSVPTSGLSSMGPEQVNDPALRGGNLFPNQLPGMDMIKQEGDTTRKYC
COUP-TFII inh: NR2F2 (human) inhibition, primary screen | AID 686940 | 370,000 compounds, 0.7% hits | inhibition, % at 8.6 µM | P24468 | HEK293T NGFI-A luciferase reporter, luminescence;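 active = inhibition above a per-plate cutoff, mean inhibition of test wells between control levels plus 3 SD, cut at about 38% in these data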;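 also: cells cotransfected with COUP-TFII expression vector driving the NGFI-A reporter; 0% = median of COUP-TF2 test wells and 100% = reporter-only cells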
LMP1 NFkB inh: Epstein-Barr LMP1 NF-kappaB reporter inhibition; LMP1-induced NF-kappaB luciferase reporter cells, luminescence; inhibition, % at 12.5 µM; 350,000 compounds, 0.69% hits; AID 504558; in the data active = inhibition above about 41%;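 also: 0% = neutral control wells and 100% = reference inhibitor control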
NCOA1 inh: inhibitors of human steroid receptor coactivator 1 (SRC1); HEK293 GAL4-SRC1 luciferase reporter, luminescence; inhibition, % at 3.6 µM; 360,000 compounds, 0.12% hits;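 active = inhibition above the campaign mean plus 3 SD, with each screening campaign given its own cutoff, cut at about 60% in these data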;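 also: 0% = DMSO treated cells and 100% = gossypol at 36 µM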
MC4R ag barr: human MC4R agonism via beta-arrestin. activation, % at 8.9 µM. P32245. 360,000 compounds, 0.98% hits. U2OS MC4R beta-arrestin complementation, luminescence; percent of melanotan II response, DMSO zero;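 active = activation above a per-plate cutoff, the mean activation of sample wells on that plate plus 3 SD, cut at about 8% in these data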
NR5A2 inv ag: suppresses constitutive activity of human LRH-1; inhibition, % at 3.6 µM; HEK293T StAR-luciferase reporter, LRH-1 transfected, 24 h; 360,000 compounds, 0.13% hits; AID 602396; O00482;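 active = inhibition above the mean inhibition of all tested compounds plus 3 SD, cut at about 73% in these data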;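 also: 0% = DMSO wells and 100% = reporter-only cells lacking LRH-1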
NCOA3 inh: inhibitors of human steroid receptor coactivator 3 (SRC3); inhibition, % at 3.6 µM; 360,000 compounds, 0.17% hits; HEK293 GAL4-SRC3 luciferase reporter, luminescence; Q9Y6Q9;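 active = inhibition above a per-campaign cutoff, the mean of all compounds plus 3 SD, cut at about 60% in these data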;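 also: 0% = DMSO-treated cells and 100% = gossypol-treated cells at 36 µM; higher means less SRC3-driven luciferase light from the GAL4 reporter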
TLR9-MyD88 inh: TLR9-MyD88 interaction inhibition; Q9NR96+Q99836; 340,000 compounds, 0.21% hits; CHO BLA complementation TLR9-MyD88, CCF4 FRET ratio; AID 504734; inhibition, % at 4.98 µM;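 active = inhibition above the mean over all tested compounds plus 3 SD, cut at about 21% in these data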;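 also: 0% = DMSO only wells and 100% = clavulanate BLA inhibitor control wells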
MC4R antagonist: blocks human MC4R cAMP signaling; P32245; MC4R-expressing cells, MTII-stimulated cAMP, LANCE TR-FRET; inhibition, % at 6.5 µM; 360,000 compounds, 0.48% hits; AID 540295;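 active = inhibition above its plate's cutoff, the mean of tested wells on that plate plus 3 SD, cut at about 29% in these data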;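 also: 0% = Melanotan II alone and 100% = Melanotan II plus saturating MCL0020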
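Assay system: U2OS-MC4R stable cell line; Also added: Melanotan II; Technique: Eu-cAMP/anti-cAMP TR-FRET, emission 671 nm; Times: 30-min compound, 1-h challenge, 1-h detection, room temperature.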
ABHD5 PLIN5 PPI: ABHD5-PLIN5 protein interaction inhibition; Q00G26+Q8WTS1; Split G. princeps luciferase complementation, luminescence, 4 h; inhibition, % at 4 µM; 360,000 compounds, 0.78% hits; AID 602281;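 active = inhibition above the mean inhibition across every tested compound plus 3 SD, cut at about 22% in these data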;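 also: 0% = DMSO only wells and the 100% control is not disclosed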
Active calls of the source: *; x = not tested or not shown.

SMILES	NOD2 RIPK2 PPI	NCOA2 inhibitor	COUP-TFII inh	LMP1 NFkB inh	NCOA1 inh	MC4R ag barr	NR5A2 inv ag	NCOA3 inh	TLR9-MyD88 inh	MC4R antagonist	ABHD5 PLIN5 PPI
COc1ccc(CN(C(=O)c2cc3ccccc3oc2=O)C2CCCC2)cc1	0	10	2	6	1	1.2	-2	0	-6	19	-3
O=C(COc1coc(CN2CCN(c3ccc(F)cc3)CC2)cc1=O)NC1CCCC1	-10	18	8	9	5	-1.0	8	-5	4	-4	3
CC(C)Cc1nnc(NS(=O)(=O)c2ccccc2)s1	-1	-7	-10	2	-10	-0.7	14	-12	8	0	1
Cn1c(CSCc2ccccc2)n[nH]c1=S	1	3	-14	2	12	-1.7	15	9	-5	4	-6
COc1cccc(N2CCN(C(=O)C3CCN(S(=O)(=O)c4ccc5c(c4)CC(C)N5C(C)=O)CC3)CC2)c1 (stereo not given)	-12	10	-3	7	-16	-2.1	8	12	-7	8	2
O=C(Nc1cc(Cl)c(O)c(Cl)c1)C1CCCO1 (stereo not given)	-2	-22	-10	1	-2	0.0	17	1	-1	-3	3
S=C(Nc1ccc(Cl)cc1)c1sc(N2CCCCC2)nc1N1CCOCC1	-10	-20	-8	10	4	0.8	11	23	-3	9	4
COc1ccc(CCNC(=O)c2cccc(NS(=O)(=O)c3ccccc3F)c2)cc1OC	-1	12	-5	-4	6	-0.5	-3	-11	-11	6	0
COc1ccc2cc(-c3csc(-c4cccnc4)n3)ccc2c1	6	-44	-37	-39	-55	4.0	-66	-43	-5	-4	5
COc1ccc(Nc2nc(N3CCCC3)nc(N3CCCC3)n2)c(OC)c1	-8	-10	3	1	2	-0.5	-3	-6	-12	3	1
CC1(C(=O)Nc2cccc3c2CCCC3)CCN1C(=O)C1(c2ccc(Cl)cc2)CC1 (stereo not given)	-15	-8	29	x	-17	-1.9	-3	-2	x	-3	-8
Cc1c(Cl)cnc(NC(=O)COC(=O)c2cccc(S(=O)(=O)N3c4ccccc4CC3C)c2)c1Cl (stereo not given)	-1	-18	3	12	7	0.2	-21	-8	-1	11	0
Cc1cc(C)cc(N(CC(=O)NCc2ccco2)C(=O)c2snc(C(N)=O)c2N)c1	-5	-20	-11	-8	-43	-2.3	-6	-18	-7	2	2
Cc1cccc(NS(=O)(=O)c2ccc(C(=O)N3CCCC3)cc2)c1C	7	-24	2	3	3	-3.2	-4	-1	1	4	5
CCOC(=O)CCNC(=O)Nc1ccc2nc(C)n(Cc3cccc(Cl)c3)c(=O)c2c1	-4	-11	23	10	15	-0.5	12	11	-3	-2	-5
O=C(C1=C[C@H](C2CCCCC2)C[C@H](OCCCCO)O1)N1CCOCC1	-8	-14	2	4	-10	0.0	-3	-8	1	-6	-2
Nc1ccccc1S(=O)(=O)NCCCCc1ccccc1	0	3	-4	1	-26	4.7	-3	-5	-7	7	-12
COc1ccc(S(=O)(=O)N2CCN(C/C=C/c3ccccc3)CC2)cc1NC(C)=O	-13	2	-6	-1	7	-2.2	6	8	0	-2	-3
COc1ccc(Cl)cc1NC(=O)CN(C)C(=O)CCCNC(=O)c1ccc(Cl)cc1	-14	-44	-16	-10	-13	0.2	1	13	4	5	-7
CCOC(=O)c1c(C)oc2c1C(=O)c1ccccc1C2=O	-7	-33	-9	3	-6	-1.6	3	-21	-10	-8	-12
Cc1ccc(N2C(=O)c3oc4ccccc4c(=O)c3C2c2cccc(O)c2)nc1 (stereo not given)	-8	-15	-10	5	-12	-1.3	-19	-7	1	4	8
NS(=O)(=O)c1ccc(NC(=O)c2ccc(OCC3CCCO3)cc2)cc1 (stereo not given)	2	-3	-5	3	-3	-0.2	-8	-5	-4	-3	8
COc1ccc(C(=O)N2CCCC2)cc1S(=O)(=O)N1CCOCC1	-6	-10	-6	-5	-16	0.1	-12	6	-2	4	6
CCOC(=O)n1c(=O)n(Cc2ccc(OC)cc2)c2ccccc21	1	-14	-15	-24	15	-1.1	6	6	-3	-14	0

Continued; it opens with the 2 that closed the last part.
SMILES	NOD2 RIPK2 PPI	NCOA2 inhibitor	COUP-TFII inh	LMP1 NFkB inh	NCOA1 inh	MC4R ag barr	NR5A2 inv ag	NCOA3 inh	TLR9-MyD88 inh	MC4R antagonist	ABHD5 PLIN5 PPI
COc1ccc(C(=O)N2CCCC2)cc1S(=O)(=O)N1CCOCC1	-6	-10	-6	-5	-16	0.1	-12	6	-2	4	6
CCOC(=O)n1c(=O)n(Cc2ccc(OC)cc2)c2ccccc21	1	-14	-15	-24	15	-1.1	6	6	-3	-14	0
O=C(O)CCN1C(=O)/C(=C\c2ccc(OCc3ccccc3)c(OCc3ccccc3)c2)SC1=S	-2	2	5	-9	-4	-2.7	-19	8	-3	0	-5
CCc1nnc(NC(=O)c2cccs2)s1	-7	-42	-20	1	-54	1.1	-54	-39	-2	5	-22
NC(=S)NN=C1C=CCCC1	5	-25	-3	-3	-20	0.4	3	-6	3	3	-5
O=C(/C=C/c1cccs1)c1ccc([N+](=O)[O-])cc1	-1	-1	11	-2	12	11*	11	2	3	6	15
CC1Cc2ccccc2N1S(=O)(=O)c1cnc[nH]1 (stereo not given)	10	12	9	-8	4	1.0	1	-9	-5	13	2
CNc1cncc(-c2cc(C)c(O)c(C)c2)n1	-5	1	-11	x	0	-2.1	17	-13	x	-9	-3
CN(C)CCN(C(=O)c1ccc(S(=O)(=O)N(C)CC2CCCO2)cc1)c1nc2cc3c(cc2s1)OCO3 (stereo not given)	-7	9	-11	1	-21	-3.8	-5	-29	-6	8	-2
CCOc1ccc(-n2nc3ccc(NC(=O)c4ccc5c(c4)OCCO5)cc3n2)cc1	10	8	6	-39	11	0.7	-11	-2	-6	0	3
COc1cccc(-c2cnc3c(NC=O)cc(-c4ccccc4)cn23)c1	-5	-9	-8	x	0	2.9	11	5	x	-17	-4
CC(Sc1nnc(-c2ccncc2)n1C)C(=O)NCC1CCCO1 (stereo not given)	-5	22	7	-3	-3	-2.4	-18	-21	-9	4	-7
Cc1ccc(-c2cc(C(=O)NCC3CCCO3)no2)cc1 (stereo not given)	-13	-34	-35	-7	-80	-0.6	-159	-53	-9	6	-3
Cc1noc(/C=C/NCc2cccnc2)c1S(=O)(=O)N(C)CC(=O)N1CCc2ccccc21	-6	-11	6	0	-14	0.1	-4	16	4	10	-3
COc1ccc(-c2cc3nc(C)cc(N4CCN(C(=O)c5cccnc5)CC4)n3n2)cc1	12	-38	14	1	-2	-0.8	7	-2	-11	12	2
COCCNc1nc(NCc2ccc(C)cc2C)c2sccc2n1	0	5	-3	x	9	-0.9	-4	-15	x	-5	2
C=CCn1c(SCC(=O)Nc2cccc(C(=O)OC)c2)nnc1C(C)NC(=O)c1cccs1 (stereo not given)	7	-11	-4	-7	2	-1.4	20	3	6	0	-2
COc1ccccc1NC(=O)C1CCCN1C(=O)Nc1ccc(F)cc1 (stereo not given)	-1	0	5	-3	8	-1.4	3	-3	8	4	2
O=S(=O)(NC1=NCCC1)c1cccc(NC(=S)NCCc2ccccc2)c1	-6	7	-4	-4	-21	-1.8	4	9	5	0	-9
CCCn1c(=O)c2ccccc2n2c(SC(C)C(N)=O)nnc12 (stereo not given)	-5	-20	-2	3	-5	-1.9	-4	8	2	5	3
O=C(CCC(=O)N1CCN(c2ccc(F)cc2)CC1)c1ccc(Cl)cc1	0	2	5	-11	11	-2.5	-17	13	-3	0	-2
CN(Cc1ccccc1)C(=O)Nc1c(Cl)cccc1Cl	-9	-5	10	x	4	x	-21	-7	x	x	-19
CCOCCCNC(=O)CN1C(=O)COc2ccc(S(=O)(=O)N3CCOCC3)cc21	4	10	-12	-3	-7	-1.4	7	2	-20	4	-8
COc1cc(C(=O)NC2CC(C)CC(C)(C)C2)cc(OC)c1OC (stereo not given)	-3	12	-6	6	8	0.4	15	2	-2	3	5
COc1cc(NC(=O)CSc2nnnn2C2CCCC2)cc(OC)c1	-7	3	12	2	-1	-1.7	18	13	-3	3	3
CC/C=C\[C@H](O)[C@H](O)C1=C(C)C(=O)[C@]2(O1)C(=O)N[C@@](OC)(C(=O)c1ccccc1)C2O (stereo not given in full)	6	41	32	0	19	-2.2	8	26	-3	3	-6
CCn1c(SCc2nc3ccccc3c(=O)[nH]2)nnc1-c1ccncc1	-7	-5	12	6	-12	0.9	-6	6	-8	15	3
CCN(CC)c1nc(N2CCN(CCO)CC2)nc2ccccc12	-7	5	11	-6	-9	0.3	15	1	-3	0	-1
COc1ccc(S(=O)(=O)N2CCCCCC2)cc1NC(=O)CN1C(=O)NC(C)(c2ccccc2)C1=O (stereo not given)	-4	-15	9	0	-11	-2.1	0	10	-3	1	1
O=C(NCc1ccccc1)c1cc(C2CCCCN2C(=O)c2ccc3c(c2)CCO3)on1 (stereo not given)	3	22	-3	x	12	0.8	8	-19	x	3	11
COc1ccc(CCNC(=O)COc2nncc3ccccc23)cc1	-5	-1	-4	9	7	-1.5	-3	5	0	10	0
CCC(C)(C(=O)NC1CCCCC1)N(Cc1cccs1)C(=O)c1ccc(=O)[nH]c1 (stereo not given)	4	4	10	-1	0	0.1	-15	-11	3	15	0
Clc1cccc(-c2nc3c4ccccc4ccn3c2Cc2ccccc2)c1	0	-60	-21	x	-41	x	9	-38	x	x	-4
c1ccc(-c2ccc3ccccc3n2)cc1	-10	-44	-29	-31	-95	-1.1	-36	-52	2	-1	2
COc1ccc(CCNC(=O)c2cccs2)cc1OC	0	3	12	-9	-21	-1.4	5	9	-5	-5	7
CCn1c(C(O)c2ccccc2)nc2ccccc21 (stereo not given)	-4	-5	-6	3	8	-1.9	30	13	-3	7	-9
CC(=O)N1CCc2cc(S(=O)(=O)CCC(=O)NCc3ccc(C)o3)ccc21	0	-5	2	-2	-5	-1.9	17	-7	-14	0	2
O=C(NCCO)C(=O)NCC(c1ccc2c(c1)OCO2)N1CCN(c2ccc(F)cc2)CC1 (stereo not given)	2	-11	2	-4	-3	-1.6	-18	4	-13	20	0
CCOC(=O)C1CCN(C(=O)c2ccc(Cl)c(S(=O)(=O)N3CCCC3)c2)CC1	-4	2	13	-5	-18	-4.7	11	0	3	12	-8
Cn1c(=O)cc(SCC(=O)NCc2ccc(F)cc2)c2ccccc21	0	-32	1	16	7	-0.2	-14	15	0	-4	3
COC(=O)CSc1nc(-c2ccccc2)nc2ccc(F)cc12	4	-1	3	5	-11	2.6	19	-14	5	-2	-2
CCOc1ccc2nc(SCC(=O)N(CC(C)C)c3c(N)n(CC(C)C)c(=O)[nH]c3=O)[nH]c2c1	-6	12	4	-1	-5	-0.4	5	2	-12	-3	-8

High-throughput results (PubChem)

A portion of the library, so the mix of outcomes need not match the whole.
